Artemis endo inh – inhibitors of human Artemis endonuclease activity; Q96SD1; AID 686954; recombinant Artemis, quenched FAM hairpin cleavage fluorescence; 0.78% of 30,000 active; inhibition, % at 10 µM;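 active = at 10 µM dose, at least 30% inhibition, measured as corrected fluorescence normalized to stimulator and neutral control wells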
Target sequence (Q96SD1 whole entry, looked up): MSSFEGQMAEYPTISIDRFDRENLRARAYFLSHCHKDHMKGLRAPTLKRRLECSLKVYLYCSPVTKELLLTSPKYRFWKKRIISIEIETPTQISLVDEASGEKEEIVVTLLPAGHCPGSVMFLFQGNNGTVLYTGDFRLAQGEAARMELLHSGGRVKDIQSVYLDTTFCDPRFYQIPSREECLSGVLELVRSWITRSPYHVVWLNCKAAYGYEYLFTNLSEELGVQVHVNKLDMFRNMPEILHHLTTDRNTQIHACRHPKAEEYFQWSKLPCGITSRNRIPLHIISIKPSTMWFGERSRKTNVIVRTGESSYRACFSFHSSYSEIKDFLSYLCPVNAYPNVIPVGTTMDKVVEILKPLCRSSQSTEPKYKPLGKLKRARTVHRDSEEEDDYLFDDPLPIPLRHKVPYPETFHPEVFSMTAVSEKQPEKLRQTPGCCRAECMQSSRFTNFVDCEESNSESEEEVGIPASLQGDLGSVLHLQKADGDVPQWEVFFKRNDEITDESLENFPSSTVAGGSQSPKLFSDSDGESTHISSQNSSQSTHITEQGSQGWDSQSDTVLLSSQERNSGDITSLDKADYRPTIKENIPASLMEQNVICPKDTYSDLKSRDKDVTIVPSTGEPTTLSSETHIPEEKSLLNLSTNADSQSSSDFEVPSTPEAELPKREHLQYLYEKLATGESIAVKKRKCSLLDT
An asterisk follows results filed as active.

SMILES	Artemis endo inh
COc1ccc(OC)c(S(=O)(=O)N2CCCCCC2)c1	4
COc1ccccc1NS(=O)(=O)c1cccc(NC(=O)c2nc3nc(C)cc(C)n3n2)c1	4
Cc1cnc(NC(=O)CSc2nc3ccccc3c(=O)[nH]2)s1	6
COc1cc(OC)nc(NC(=O)NS(=O)(=O)c2ccc(OC(F)(F)F)cc2)n1	-8
CCOc1ccc2nc(N3CCOCC3)nc(C)c2c1	-7
COC(=O)C1=C(N)Oc2cc(C)n(C)c(=O)c2C1c1ccc(Cl)c(Cl)c1 (configuration not stated)	7
Cc1cc(C)nc(Nc2nc(=O)c3ccccc3s2)n1	9
CCn1cc(C(=O)N[C@H](C)c2ccccc2)c(=O)c2cc(F)c(N3CCN(C)CC3)cc21	3
CSc1nncc(/C(C)=N\Nc2ccccc2C)n1	11
O=C(O)CCCC(=O)Nc1ccc(Cl)c(Cl)c1	-2
O=C(NNC(=O)c1ccc(O)cc1O)c1ccc(Cl)cc1	7
CCSc1nc2c(c(=O)[nH]c(=O)n2C)n1C/C=C(/C)Cl	0
c1ccc2c(c1)ccc1nnc(-c3ccc4c(c3)OCO4)n12	10
O=C(COC(=O)c1cc(S(=O)(=O)N2CCc3ccccc3C2)ccc1Cl)NCc1ccco1	9
COc1ccc(-c2cc(C(=O)OC3CCOC3=O)c3ccccc3n2)cc1OC (configuration not stated)	-5
Cc1cnc(NC(=O)C2CCCC2)s1	-2
O=C(O)c1cc2nc(-c3ccc(F)cc3)cc(C(F)(F)F)n2n1	0
COC(=O)c1cc(C#N)c(N(C)Cc2ccccc2)nc1C	4
Cc1cc(C)n(-c2nc(SCC(=O)Nc3nccs3)c3c4c(sc3n2)COC(C)(C)C4)n1	6
COc1ccc(NC(=O)c2ccc(-n3nc(C)c[n+]3[O-])cc2)cc1	-8
O=C(C1CN(S(=O)(=O)c2ccccc2)CCN1S(=O)(=O)c1ccccc1)N1CCCCCC1 (configuration not stated)	1
CCC1Oc2nc(SC)nnc2-c2ccccc2N1C(=O)c1ccccc1 (configuration not stated)	-4
COc1ccc(Cc2nc(-c3ccccn3)no2)cc1	-6
CCOC(=O)c1ccc(NC(=O)c2nn(C)cc2Br)cc1	-5
CC(=O)Oc1ccc(NC(=O)CCC2CCCCC2)c(C(=O)O)c1	-1
CCOC(=O)c1cc(CC)sc1NC(=O)CCC(=O)O	-7
COc1ccc(C)cc1S(=O)(=O)N1CCCCC1	-5
CCOC(=O)c1cc(-c2ccccc2)sc1NC(=O)C(C)(C)C	-7
CCCc1nc(N)sc1C(=O)OCC	2
COC(=O)C1(C#N)C(c2ccccc2)C1(C(=O)OC)C(=O)OC (configuration not stated)	-4

(further entries)
SMILES	Artemis endo inh
CCOCCNC(=O)c1ccc2c3c(cccc13)CC2	6
CCCS(=O)(=O)N1CCCC(C(=O)NCCN2CCOCC2)C1 (configuration not stated)	3
S=c1[nH]nc(C23CC4CC(CC(C4)C2)C3)n1Cc1ccco1	-10
CCC(C(=O)NC(C)CCc1ccco1)n1nc(C)n2c(cc3occc32)c1=O (configuration not stated)	-2
COc1cccc(N2C(=O)CC(N3CCN(S(=O)(=O)c4ccccc4)CC3)C2=O)c1 (configuration not stated)	3
Cc1cccc(C(=O)NC(=S)Nc2ccc(S(=O)(=O)N3CCN(C)CC3)cc2)c1	5
COC(=O)c1ccc(CSc2nc(-c3ccco3)cc(C(F)(F)F)n2)o1	14
C=CCNC(=O)C1CCN(S(C)(=O)=O)CC1	1
Cc1cccc(NC(=O)c2ccc(S(=O)(=O)N(C)C)cc2)n1	3
Cc1cc(C)c2c(CN3CCN(Cc4ccc5c(c4)OCO5)CC3)cc(=O)oc2c1	7
CCOc1ccc(/C=c2\sc3nc(-c4ccco4)nn3c2=O)cc1OCC	6
O=C(NCC(=O)N1CCCC1C(=O)O)OC1CCCCC1 (configuration not stated)	-16
CCCCNC(=O)COC(=O)c1ccc(Cl)c(S(N)(=O)=O)c1	2
Cc1nnc(SCC(=O)N2CCC(Cc3ccccc3)CC2)n(N)c1=O	-5
CCN(CC)C(=O)CSc1nc2sc(C)c(C)c2c(=O)[nH]1	1
COc1ccc(CNC(=S)N/N=C/c2ccc(OC)c(OC)c2)cc1	-7
Nc1nc(Cn2nnc(-c3ccccc3F)n2)nc(N2CCOCC2)n1	11
O=C(O)CCSc1ccc2ccccc2n1	-4
O=C(CCN1C(=O)c2ccccc2C1=O)Nc1ccc(-c2nc3ccccc3o2)cc1	2
CCc1ccc2oc(-c3cc(N)ccc3O)nc2c1	7
CCS(=O)(=O)Nc1ccc(Cc2ccncc2)cc1	0
COc1ccc(NC(=O)Nc2nnc(-c3ccccc3SCc3ccccc3)s2)cc1	7
Cc1ccc(S(=O)(=O)N2CCN(c3nc(C)c4c(c3C#N)CC(C)(C)OC4)CC2)cc1	7
O=C(Nc1ccc(F)cc1F)NC1CC(=O)N(Cc2ccccc2)C1 (configuration not stated)	16
CCN(CC)c1cccc(OCC(=O)N(C)CCC#N)c1	-7
CN(C)C(=O)CSc1nc(-c2ccccc2)nc2c1CCCC2	6
O=C(/C=C/c1ccccc1)NC(=S)NNC(=O)c1ccco1	3
CN=C(Nc1ccc(C(=O)OC)cc1)SC1CC(=O)N(c2ccccc2F)C1=O (configuration not stated)	-4
Cc1cc(=O)[nH]c(SCC(=O)Nc2nnc(CC(C)C)s2)n1	-4
CC1(C(=O)NC2CCCC2)CCC(=O)N1CCC1=CCCCC1 (configuration not stated)	1

Additional compounds follow.
smiles	Artemis endo inh
CCC(C)C(NC(=O)OC(C)(C)C)C(=O)NCc1ccco1 (configuration not stated)	4
Cc1nc(NC(=O)c2ccccc2)sc1-c1csc(NCc2ccccc2)n1	21
CC(=O)c1cc(F)c(N2CCN(C(=O)C(C)(C)C)CC2)cc1C	0
O=C1c2cccc3cccc(c23)C(=O)N1c1ccc2ncccc2c1	0
Cc1c(C(=O)NCC2CCCO2)oc2ccc3c(c12)C(=O)CC(C)(C)O3 (configuration not stated)	-2
Cc1ccc(C(=O)Cn2c(NCCO)nc3ccccc32)cc1	-5
COc1cc(C=O)ccc1OCCOCCOc1ccc(Cl)cc1Cl	3
CNc1nc(Nc2ccc(C(C)=O)cc2)nc(OC(C(F)(F)F)C(F)(F)F)n1	7
Cc1cc(NC(=O)CSc2nnc(-c3cccnc3)n2N)no1	-6
CCOC(=O)COc1ncn(-c2ccccc2)n1	-4
CN(C)/C=C1\C(=O)N(c2ccc([N+](=O)[O-])cc2)N=C1c1ccccc1	0
Cc1nc(CN2CCN(C(=O)NC3(c4ccccc4)CC3)CC2)cs1	-2
CSCC[C@H](NC(=O)OC(C)(C)C)C(=O)N/N=C/c1c(C)[nH]c(=O)[nH]c1=O	-2
O=C(COC(=O)c1cccs1)NCc1ccccc1	1
Cc1nn2c(-c3ccccc3)c(-c3ccccc3)nc2[nH]c1=O	-1
COCON1C(=O)CN(C(C)=O)C1c1ccc(Cl)cc1Cl (configuration not stated)	6
CCOC(=O)C(=O)/C(=C\N(C)C)c1onc(-c2ccccc2Cl)c1C(=O)OC	-3
CC(C)n1nnnc1SCC(=O)NCc1ccc2c(c1)OCO2	2
COC(=O)c1ccc(Oc2nc(N(C)C)nc(N3CCOCC3)n2)cc1	-8
COCCCNC(=O)c1c(NC(=O)C2COc3ccccc3O2)sc2c1CCCC2 (configuration not stated)	8

New compounds follow
smiles	Artemis endo inh
Cc1ccc(S(=O)(=O)NCc2csc(C)n2)c(C)c1	0
C[N+](C)(C)CCCN1C(=O)CCCC1=O	1
CC(Sc1n[nH]c(=O)[nH]c1=O)C(=O)OCc1ccccc1 (configuration not stated)	-3
O=C(Oc1ccccc1C(=O)N1CCOCC1)c1cccc(Br)c1	-6
CCCCOC(=O)CCc1c(C)[nH]c(=O)c(C#N)c1C	-7
CC(C)OC(=O)CSc1nnc(-c2cccnc2)n1N	-11
COc1cc(/C=N\NC(=O)c2ccc(Cn3nc([N+](=O)[O-])c(Cl)c3C)o2)ccc1O	1
CN(C)S(=O)(=O)c1cccn1-c1ncc(C(F)(F)F)cc1Cl	9
CSc1ncc2c(n1)-c1cc(C)ccc1SC2	12
Cc1ccc(S(=O)(=O)C(C#N)c2nc3ccccc3nc2N2CCC(C)CC2)cc1 (configuration not stated)	9
c1ccc(Cn2c(CN3CCCC3)nc3ccccc32)cc1	13
O=C(O)CCCC(=O)Nc1nc(-c2ccc(F)cc2)cs1	2
CCNC(=O)COC(=O)c1ccc(S(=O)(=O)N2CCCCCC2)cc1	3
COc1cc(CNC(=O)OCC(C)C)cc(OC)c1OC	2
Cc1cc(C)n(-c2nc3ccccc3c(=O)n2OCCOc2ccccc2)n1	-1
Cc1cccc(/C=N/NC(=O)c2cc3c(s2)-c2ccccc2CC3)c1	15
O=C(Nc1ccc2nc(-c3cccs3)[nH]c2c1)c1ccco1	2
Cc1ccc(C(=O)NC(=S)Nc2ccc(Oc3ccc(Cl)cc3)cc2)cc1	0
CCN(CC)CC(O)COc1ccc2c(c1)OCO2 (configuration not stated)	-11
CCCCC(=O)NC1(C(F)(F)F)C(=O)Nc2c1c(=O)[nH]c(=O)n2Cc1ccco1 (configuration not stated)	-6

Entries from the list above containing an NH in an aromatic ring, in the order listed:
smiles	Artemis endo inh
Cc1cnc(NC(=O)CSc2nc3ccccc3c(=O)[nH]2)s1	6
CCSc1nc2c(c(=O)[nH]c(=O)n2C)n1C/C=C(/C)Cl	0
S=c1[nH]nc(C23CC4CC(CC(C4)C2)C3)n1Cc1ccco1	-10
CCN(CC)C(=O)CSc1nc2sc(C)c(C)c2c(=O)[nH]1	1
Cc1cc(=O)[nH]c(SCC(=O)Nc2nnc(CC(C)C)s2)n1	-4
CSCC[C@H](NC(=O)OC(C)(C)C)C(=O)N/N=C/c1c(C)[nH]c(=O)[nH]c1=O	-2
Cc1nn2c(-c3ccccc3)c(-c3ccccc3)nc2[nH]c1=O	-1
CC(Sc1n[nH]c(=O)[nH]c1=O)C(=O)OCc1ccccc1 (configuration not stated)	-3
CCCCOC(=O)CCc1c(C)[nH]c(=O)c(C#N)c1C	-7
O=C(Nc1ccc2nc(-c3cccs3)[nH]c2c1)c1ccco1	2
CCCCC(=O)NC1(C(F)(F)F)C(=O)Nc2c1c(=O)[nH]c(=O)n2Cc1ccco1 (configuration not stated)	-6

(further entries)
smiles	Artemis endo inh
O=C(C1CCC(C(=O)N2CCc3ccccc32)CC1)N1CCc2ccccc21 (configuration not stated)	0
Cc1ccc(S(=O)(=O)CC(=O)c2ccccc2)cc1	-1
COc1cccc(N=Nc2c(N)[nH]n3c(=O)cc(-c4ccccc4)nc23)c1	36*
Cc1c([N+](=O)[O-])c(C(=O)Nc2ccc3c(c2)OCCO3)nn1C	-8
OC(COc1ccc2ccccc2c1Cl)CN1CCOCC1 (configuration not stated)	-1
O=S(=O)(Nc1cccnc1)c1ccc(C2CCCCC2)cc1	4
COC(=O)c1sc(NC(=O)c2ccco2)nc1C	2
CCOC(=O)c1ccc(CNC(=O)C2CCCCC2C(=O)OCC(F)(F)F)o1 (configuration not stated)	3
COc1ccc(NC(=O)c2oc3cc(C)c(C)cc3c2C)c(OC)c1	-7
COc1cccc(C2=CC(c3cc(OC)ccc3OC)n3nnnc3N2)c1 (configuration not stated)	6
CCOC(=O)C(NC(C)=O)(Nc1ccc(S(=O)(=O)Nc2ccncn2)cc1)C(F)(F)F (configuration not stated)	4
COc1ccc(CCN(C(=S)Nc2ccccc2)C2CC(=O)N(c3ccccc3)C2=O)cc1 (configuration not stated)	3
COc1ccc(-n2c(=O)c3ccccc3n(CC(=O)NC3CCCC3)c2=O)cc1	3
Nc1ccccc1Nc1ccccc1	0
Cc1cc(N2CCCC2=O)cc(C)c1S(=O)(=O)NCCOc1ccc(C(C)(C)C)cc1	5
Cc1cc(C)nc(N(C#N)S(=O)(=O)c2ccccc2)n1	4
COc1ccccc1C(=O)NN1C(=O)C2C3C=CC(O3)C2C1=O (configuration not stated)	-4
O=C(c1ccc2c(c1)OCO2)N1CCNc2ccccc2C1	-6
COc1ccc(NC(=O)c2nc3nccc(C)n3n2)cn1	0
COc1cc2c(cc1OC)CN(C(C)C(=O)N1CCc3ccccc31)CC2 (configuration not stated)	5

Next section:
smiles	Artemis endo inh
CCn1ncc(C(=O)Nc2ccc(S(=O)(=O)N3CCCC3)cc2)c1C	-5
O=C(CC1SC(=Nc2ccccc2)N(CCCO)C1=O)Nc1ccc(Cl)cc1 (configuration not stated)	-11
COC(=O)c1ccc(N2C(=O)CC(N(C)Cc3ccccc3)C2=O)cc1 (configuration not stated)	-5
COc1ccc(C2=CSC3=NCCN23)cc1F	4
O=C(COC(=O)c1ccncc1)Nc1cccc(Cl)c1	4
O=C(NCc1ccccn1)C1CCCN(S(=O)(=O)c2ccc(Br)cc2)C1 (configuration not stated)	-1
COc1ccc(/C=C2/N=C(c3cccs3)OC2=O)cc1OC(C)C	10
Cc1ccc(-c2cc(N)n(Cc3ccc(Cl)cc3)n2)cc1	-1
O=C(NNC(=O)c1cc(O)c(O)c(O)c1)NC1CCCCC1	31*
Cc1cc(C)c(S(=O)(=O)NCC2CCC(C(=O)NCCCN3CCOCC3)CC2)c(C)c1 (configuration not stated)	0
CNC(=O)CCn1nc(-c2ccc(Cl)cc2)c2ccccc2c1=O	2
Cc1cc(NC(=O)CSc2nnc(COc3ccccc3)o2)no1	-5
O=C(c1ccco1)N1CCN(Cc2ccc(Cl)cc2)CC1	-2
CN1CCN(c2ccc(NC(=O)c3ccccc3Br)cc2)CC1	2
C=CCn1c(=N)n(CC(=O)OCC)c2ccccc21	-2
COc1cc(C(=O)N[C@H](C(=O)NC(C)C23CC4CC(CC(C4)C2)C3)C(C)C)cc(OC)c1OC (some centres not stated)	-2
COc1ccc(CCN2C(=O)CC(NCc3ccc4c(c3)OCO4)C2=O)cc1OC (configuration not stated)	-3
Cc1ccc(OCCn2c(CCNC(=O)C(C)C)nc3ccccc32)cc1	-8
Cc1ccc(-c2nnc(N3CCN(c4ccccn4)CC3)c3ccccc23)cc1	15
COc1cccc(COc2ccc3c(C)c(Cc4ccccc4)c(=O)oc3c2)c1	10

Screens from PubChem BioAssay.

Only part of the results is shown. The share of hits here may be higher or lower than overall.
